From PubChem
TrxR1 substrate: qHTS Assay for Substrates of Mammalian Selenoprotein Thioredoxin Reductase 1 (TrxR1): qHTS; Thioredoxin reductase 1, cytoplasmic (Rattus norvegicus), O89049; purified TrxR1 substrate turnover, NADPH consumption readout; Potency, µM (titrated, usually from 114 µM), for the others: at the highest dose activity change, negative = substrate turnover; 0.01% of 390,000 active; further: on the % scale 0 is the no-effect control and ±100 the full control effect; nearly all actives have a fitted effect of over 50% in size
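Rat TrxR1, dispensed at 90 nM, was prereduced with 400 uM NADPH (final) for 5 min at ~22 deg C, then incubated with compound 15 min before 400 uM selenite. A first-read NADPH fluorescence drop versus no-compound background flagged substrates.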
Vif-APOBEC3F blk: qHTS for Inhibitors of Vif-A3F Interactions: qHTS | HeLa A3F-eYFP + Vif (tagged APOBEC3F with the HIV-1 protein that degrades it), YFP fluorescence increase | Potency, µM (series often up to 46.1 µM), inactives show at the highest dose activity, negative = active | 0.2% of 390,000 active; further: % of control where 0% means no effect; nearly all actives have a fitted effect of over 65% in size
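HeLa cells stably expressing Vif plus C-terminally eYFP-tagged A3F were seeded, incubated overnight at 37 deg C, dosed with compound, incubated overnight again at 37 deg C. Yellow fluorescence (Ex 488/Em 500-530) reported blocked Vif-mediated A3F-eYFP degradation.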
RGS4 inhibitor: Inhibitors of Regulator of G Protein Signaling (RGS) 4: qHTS. Regulator of G-protein signaling 4 (Homo sapiens), P49798. Transcreener GDP fluorescence polarization, RGS4-accelerated GTP hydrolysis. Potency, µM (highest dose often 114 µM), for the others: at the top dose activity change, negative = inhibition, usual class: inhibitors. 0.039% of 390,000 active. AID 504845, 2011; further: on the % scale 0 is the no-effect control and ±100 the full control effect; nearly all actives have a fitted effect of over 75% in size; some results filed as inactive show a strong effect at the top dose
Target sequence (P49798 whole entry, looked up): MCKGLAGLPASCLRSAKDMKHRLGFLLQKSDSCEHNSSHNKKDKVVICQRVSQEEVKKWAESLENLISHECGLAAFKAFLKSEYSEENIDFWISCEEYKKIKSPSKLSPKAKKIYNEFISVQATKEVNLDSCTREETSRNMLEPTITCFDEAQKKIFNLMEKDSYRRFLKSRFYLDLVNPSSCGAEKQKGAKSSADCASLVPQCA
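MLSMR compounds (23 nl, pin-transferred) preincubated 10 min at room temperature with a 500nM (2x) first reagent, then RGS4 at 900nM (2x) plus Transcreener GDP mix added; fluorescence polarization (620/688 nm) read before and after 90 min at 30 °C.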
12-LOX inh: Primary qHTS assay for inhibitors of human arachidonate 12S-lipoxygenase (ALOX12): Round 2; Polyunsaturated fatty acid lipoxygenase ALOX12 (Homo sapiens), P18054; purified 12hLO, xylenol orange hydroperoxide absorbance; Potency, µM (series often up to 108 µM), for the others: at the top dose activity change, negative = inhibition, most hits filed as inhibitors; 1.1% of 580,000 active; AID 1671190, 2021; further: on the % scale 0 is the no-effect control and ±100 the full control effect
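Purified human 12hLO (150 nM final) in 25 mM Hepes, 0.01% Triton X-100, pH 7.0 was preincubated 15 min at room temperature with compound. Then 40 uM arachidonic acid was added, 30 min. Hydroperoxide was read by Fe-XO absorbance ratio 573/405 nm.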
Vif-APOBEC3G blk: qHTS for Inhibitors of Vif-A3G Interactions: qHTS. DNA dC->dU-editing enzyme APOBEC-3G (Homo sapiens), Q9HC16. HeLa A3G-eYFP + Vif (tagged APOBEC3G with the HIV-1 protein that degrades it), YFP fluorescence, overnight. Potency, µM (top dose mostly 46.1 µM), for the others: at the top dose activity, negative = active, most hits filed as inhibitors. 0.076% of 410,000 active;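 further: on the % scale 0 is the no-effect control and ±100 the full control effect; nearly all actives have a fitted effect of over 60% in size; hits raise eYFP signal because A3G escapes Vif-driven loss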
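HeLa cells stably expressing Vif and C-terminally eYFP-tagged A3G, seeded overnight at 37 deg C, then exposed to compound by pintool overnight at 37 deg C. Rise in yellow fluorescence (Ex 488/Em 500-530, Acumen) marks blocked Vif-driven A3G degradation.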
USP1 inh: Inhibitors of USP1/UAF1: Primary Screen; recombinant USP1/UAF1, Ub-Rhodamine cleavage fluorescence; 0.23% of 390,000 active; Potency, µM (series often up to 57.1 µM), inactives show at the highest dose activity change, negative = inhibition, actives largely listed as inhibitors; AID 743255, 2014; further: on the % scale 0 is the no-effect control and ±100 the full control effect; nearly all actives have a fitted effect of over 60% in size; inactives centre near -12
Target sequence (O94782 whole entry, looked up): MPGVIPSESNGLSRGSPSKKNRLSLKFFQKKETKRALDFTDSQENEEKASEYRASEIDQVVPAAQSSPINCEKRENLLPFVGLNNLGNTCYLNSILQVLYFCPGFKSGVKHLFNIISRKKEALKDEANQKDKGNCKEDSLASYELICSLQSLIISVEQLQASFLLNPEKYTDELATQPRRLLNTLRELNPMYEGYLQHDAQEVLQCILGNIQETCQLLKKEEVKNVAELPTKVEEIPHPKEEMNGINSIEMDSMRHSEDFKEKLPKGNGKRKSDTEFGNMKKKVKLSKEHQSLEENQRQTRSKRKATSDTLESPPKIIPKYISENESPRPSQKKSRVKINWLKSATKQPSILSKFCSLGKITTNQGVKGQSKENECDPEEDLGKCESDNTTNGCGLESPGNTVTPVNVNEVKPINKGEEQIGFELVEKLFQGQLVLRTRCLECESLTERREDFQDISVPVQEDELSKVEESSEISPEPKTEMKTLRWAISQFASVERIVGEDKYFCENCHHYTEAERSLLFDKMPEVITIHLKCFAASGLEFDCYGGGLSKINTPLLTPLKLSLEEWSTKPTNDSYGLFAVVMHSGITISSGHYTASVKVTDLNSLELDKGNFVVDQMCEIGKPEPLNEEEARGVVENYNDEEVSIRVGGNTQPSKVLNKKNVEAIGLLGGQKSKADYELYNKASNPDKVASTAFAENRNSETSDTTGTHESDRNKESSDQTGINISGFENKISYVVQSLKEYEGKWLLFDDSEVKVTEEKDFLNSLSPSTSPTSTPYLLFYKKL
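USP1/UAF1 complex at 1 nM was preincubated with compound for 15 min at room temperature, then Ub-Rho substrate (150nM final) was added. Fluorescence (480/540 nm) was read kinetically, 6 reads every 60 seconds.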
mIDH1 inhibitor: qHTS for Inhibitors of mutant isocitrate dehydrogenase 1 (IDH1): qHTS; 0.093% of 390,000 active; IDH1-R132H enzyme, NADPH consumption, diaphorase/resazurin fluorescence; Potency, µM (top dose mostly 76.6 µM), inactives show at the top dose activity change, negative = inhibition, most hits filed as inhibitors; Isocitrate dehydrogenase [NADP] cytoplasmic (Homo sapiens), O75874; further: on the % scale 0 is the no-effect control and ±100 the full control effect; nearly all actives have a fitted effect of over 65% in size
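IDH1-R132H (0.5 ug/mL) preincubated 30 min with compound, then NADPH (0.016 mM) and alpha-KG (2 mM) added; 80 min at RT, pH 7.5. Remaining NADPH coupled via diaphorase/resazurin to fluorescence (540/590 nm); concentration-response curves normalized to no-enzyme control.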
RXFP1 ag: qHTS Assay for Agonists of the Relaxin Receptor RXFP1; Relaxin receptor 1 (Homo sapiens), Q9HBX9; HEK293T-RXFP1 cAMP TR-FRET, 30 min; response scale: percent of porcine relaxin response, buffer zero; Potency, µM (doses to about 57.5 µM), for inactives: at the highest dose activation, hits mostly activators; 0.3% of 370,000 active; AID 2676, 2010; further: on the % scale 0 is the no-effect control and ±100 the full control effect; nearly all actives have a fitted effect of over 60% in size; many of its hits are not listed in these tables
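HEK293T cells stably expressing RXFP1 were pretreated with the PDE4 inhibitor Ro 20174, exposed to compounds for 30 min at 37C, lysed, and cAMP was read by TR-FRET. Data normalized to buffer (basal) and 29 nM porcine relaxin (100%).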
rTrxR1 inhibitor: qHTS Assay for Inhibitors of Mammalian Selenoprotein Thioredoxin Reductase 1 (TrxR1): qHTS. Thioredoxin reductase 1, cytoplasmic (Rattus norvegicus), O89049. recombinant rTrxR1, NADPH fluorescence consumption, selenite substrate. Potency, µM (top dose mostly 114 µM), inactives show at the highest dose activity change, negative = inhibition, actives largely listed as inhibitors. 1% of 390,000 active. AID 588453, 2011; further: on the % scale 0 is the no-effect control and ±100 the full control effect; nearly all actives have a fitted effect of over 65% in size
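Rat TrxR1 (90 nM in the dispensed reagent) was pre-reduced with 400 uM NADPH for 5 min at room temperature, then incubated with compound for 15 min. After 400 uM selenite was added, NADPH fluorescence (Ex 340/Em 450 nm) was followed for 8 min.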
The depositor's hits bear a star; ? = inconclusive; · = not tested or not shown; & = joins results of further samples; [ ] = another dose, or the depositor's remark. The call rests on the fitted dose curve; in most records, active means well fitted curve in the direction sought with a large enough effect; inconclusive means small, poorly fitted or top-dose-only effect, or another doubt; inactive means no such curve, though single readings can be large; an effect the other way counts as inactive or inconclusive. Potency means the concentration at half of the fitted maximal effect. These rows are one share of the data. The share of hits here may be higher or lower than overall.

SMILES | TrxR1 substrate | Vif-APOBEC3F blk | RGS4 inhibitor | 12-LOX inh | Vif-APOBEC3G blk | USP1 inh | mIDH1 inhibitor | RXFP1 ag | rTrxR1 inhibitor
COc1ccc(NC(=O)C2CCN(C(=O)c3cccs3)CC2)c(OC)c1 | 1% | -7% | -69%[56.9 µM] | 14% | 0% | -7% | 0% | 3.7% | -5%
Cc1cc(-n2c(C)cc(C(=O)CSc3nnnn3-c3ccc(Cl)cc3)c2C)no1 | 9% | -1% | -9% | -17% | -7% | -9% | -4% | 0.1% | 14%
CC1CCCN(C(=O)C2CCN(S(=O)(=O)c3cccs3)CC2)C1 (configuration not stated) | 11%[57.1 µM] | 8% | -3% | -30% | 1% | -5% | 10% | -1.3% | 21%[11.4 µM]
CC1=NN(C(=O)CSCc2ccccc2)C(O)(c2ccc(Cl)cc2)C1 (configuration not stated) | 1% | 0% | -18%[56.9 µM] | -3% | -1% | -6% | 7% | -0.4% | 13%
Cc1nc(-c2cccc(F)c2)sc1CCNC(=O)Cc1ccc(F)cc1 | 2%[57.1 µM] | -3% | -3% | ? | 0% | 6% | 13% | -0.2% | -5%[57.1 µM]
Cc1ccc(Cn2nnc3c(=O)[nH]c(C4CCCN(S(=O)(=O)c5ccccc5F)C4)nc32)cc1 (configuration not stated) | -9% | -12% | 4% | ? | 0% | -13% | -7% | -2.9% | 26%[57.1 µM]
Cc1cnc(C(=O)N2CCN(S(=O)(=O)c3ccc(F)c(F)c3F)CC2)cn1 | -3% | -1% | -21% | 0% | 0% | -9% | -8% | · | 16%
CCCOc1ccc2oc(=O)c3c(c2c1)CCCN3C(=O)CN(C)Cc1ccccc1 | 16%[57.1 µM] | 5% | 40% | ? | 2% | -9% | 12% | -0.4% | 10%[57.1 µM]
CCOc1ccc(CN(C)CC(=O)Nc2ccccc2C(=O)NC2CC2)cc1 | 2% | -9% | -15% | 1% | -1% | -17% | 2% | 3.0% | 3%
Oc1ccc2c(c1)c1c3n2CCNC3CCC1 (configuration not stated) | 13%[57.1 µM] | 9% | 5% | · | 3% | -21% | 2% | -6.7% | 8%[57.1 µM]
CCNC(=O)CC1C(=O)N(c2ccc(F)cc2)C(=O)N1CCc1ccc(OC)cc1 (configuration not stated) | -3% | -5% | -5% | -1% | 0% | -10% | 2% | 1.4% | -1%
CCC(C)NC(=O)c1cccc(NC(=O)c2nsc3ccccc23)c1 (configuration not stated) | -4%[57.1 µM] | 1% | -11% | -18% | 0% | -3% | 4% | 7.0% | 0%[57.1 µM]
O=C(COC(=O)c1cc[n+]([O-])cc1)Nc1c(Cl)cccc1C(F)(F)F | -3% | 7% | 15% | 11% | -1% | -6% | -7% | 1.3% | 6%
O=C(OCCN(C1=NS(=O)(=O)c2ccccc21)c1ccc(Cl)cc1)c1ccco1 | 3% | 8% | -18% | 2% | -1% | ? | -1% | 1.7% | -3%
Cn1c(CC(=O)Nc2ccccc2Cl)nnc1SCC(=O)NC1=NCCS1 | 11% | 3% | -3% | -13% | -4% | -8% | 5% | 0.2% | 15%
NC(=O)C1CCN(c2nc(C3CC3)nc3c2nnn3Cc2ccccc2Cl)CC1 | 21% | 0% | -1% | -12% | -4% | -23% | 1% | 6.3% | 27%
NC(=O)CCC1NC(=S)N(Cc2ccccc2)C1=O (configuration not stated) | 8%[57.1 µM] | ? | -3% | 2% | 0% | -12% | -9% | -0.6% | 7%[57.1 µM]
Cc1cc2n(n1)SC(Nc1cc(Cl)ccc1Cl)N2 (configuration not stated) | 1% | -4% | ? | ? | -20% | -27% | 4% | 2.5% | 7.1µM*
O=C(NC12CC3CC(CC(C3)C1)C2)N1CCN(C2CCCCC2)CC1 | 2% | 0% | -2% | 83%[activator] | 0% | -12% | -3% | 0.3% | 35%
CC(C)CCNC(=O)c1ccc(Cn2c(SCC(N)=O)nc3ccccc3c2=O)cc1 | -3%[57.1 µM] | -1% | -10% | -19% | -5% | ? | -4% | 3.0% | 14%[57.1 µM]
COc1ccc(/C(N)=N/OC(=O)CSc2ccc(C)cc2)cc1OC | -6% | 2% | -27% | -6% | 3% | 1% | 4% | 1.0% | 11%
O=CNC(Cc1ccccc1)C(=O)O (configuration not stated) | 1% | 0% | -27%[56.9 µM] | -7% | -1% | -16% | 3% | 0.5% | 8%
O=C(N/N=C/c1ccc(N2CCOCC2)cc1)c1ccc(NS(=O)(=O)c2cccs2)cc1 | 0%[57.1 µM] | -22% | 4% | 11% | -5% | -8% | 0% | 5.0% | 13%[57.1 µM]
O=C(CSc1nnc(NC(=O)c2ccc(F)cc2F)s1)NC1CCCC1 | -1% | 6% | -25% | 6% | -5% | -1% | 13% | -0.4% | 6%
CN1CCC(N(C)C(=O)CCc2nc3ccccc3c(=O)[nH]2)CC1 | 6% | -18% | 11% | 8% | -5% | -14% | 4% | -0.5% | 12%
O=C(COC(=O)Cc1ccc(Br)cc1)NCc1ccc(F)cc1 | -3% | -6% | 0% | -9% | -1% | 9% | -2% | -2.9% | 17%[57.1 µM]
Cc1nn(-c2ccccn2)c2c1C(c1ccsc1)C1=C(CCCC1=O)N2 (configuration not stated) | 42%[activator] | -9% | 13% | ? | 1% | -9% | 1% | 0.0% | -10%
Nc1nnc(SCC(=O)c2ccc3c(c2)NC(=O)CO3)s1 | -1% | -6% | -15%[56.9 µM] | -3% | 1% | -15% | -4% | 0.0% | -1%
COCCNC(=O)CN1C(=O)c2cccc3cccc1c23 | 6%[57.1 µM] | 2% | -13% | -22% | -1% | -1% | 7% | 4.7% | 2%
CCc1nnc(NC(=O)c2cccc(S(=O)(=O)N3CCN(C)CC3)c2)s1 | · | -2% | · | -8% | -3% | -24% | 3% | · | ·
O=C(Nc1ccc([N+](=O)[O-])cc1)N1CCCCC1 | -14% | 6% | -15% | 0% | 0% | -16% | 2% | 0.1% | -6%
Cc1csc2ncc(C(=O)N3CCc4ccccc43)c(=O)n12 | -7%[57.1 µM] | 0% | -20% | -18% | -5% | -13% | 16% | · | -1%[57.1 µM]
O=C(CC1(C(F)(F)F)OCCO1)Nc1ccc2c(c1)OCO2 | 9% | 1% | 15% | 21% | 1% | -13% | 4% | -0.8% | 12%
CCn1cc(S(=O)(=O)c2ccc(OC)cc2)c(=O)c2cc(F)c(N3CCC(C)CC3)cc21 | 0% | 2% | -12% | -14% | 2% | 2% | 1% | 8.7% | -1%
CCN(CC)CCNC(=O)c1ccc(NC(=O)Nc2cccc3ccccc23)cc1 | 11%[0.0914 µM] | ? | -11% | 7% | -4% | -15% | -2% | -1.2% | 11%[57.1 µM]
Cc1ccc(Cn2c(Sc3nccc(C)n3)nc3c2c(=O)[nH]c(=O)n3C)cc1 | 10%[57.1 µM] | 5% | 8% | -2%&0% | 5% | -6% | -3% | 1.0% | 21%[57.1 µM]
CCOc1ccc2oc(-c3ccccc3)c(C(=O)N3CCN(C)CC3)c2c1 | 102%[activator] | -9% | 2% | -18% | 2% | -8% | 12% | 1.0% | 16%
CC(C)(C)OC(=O)NC(CNCc1ccccc1)Cc1ccccc1 (configuration not stated) | -3% | 3% | 29% | 25% | 0% | -17% | 26% | -0.1% | 17%
Cc1[nH]c2ccccc2c1SCC(=O)N1CCC(C)CC1 | -3% | 0% | -17% | -13% | -1% | -26% | 10% | -0.2% | 6%
N=C1c2ccccc2-c2ccccc21 | -7%[2.29 µM] | -4% | 1% | -20% | -1% | 2% | 9% | · | -11%[2.29 µM]
CC(C)C[C@H]1CN([C@@H](Cc2ccc(O)cc2)CN2CCC[C@@H]2CN2C(=O)C(=O)NC[C@@H]2Cc2ccccc2)C(=O)C(=O)N1CC1CCCCC1 | -5% | -2% | -17% | ? | 3% | -10% | 45µM* | · | 10%
Cc1ccc(C)c(NC(=O)CCOc2ccccc2)c1 | 4%&-2% | -4%&-1% | 11%&-2% | 0%&-16% | 1%&6% | -27%&-10% | 0%&1% | -2.4%&2.9% | 7%&-8%

Shown with tabs: 2 of the compounds above
smiles	TrxR1 substrate	Vif-APOBEC3F blk	RGS4 inhibitor	12-LOX inh	Vif-APOBEC3G blk	USP1 inh	mIDH1 inhibitor	RXFP1 ag	rTrxR1 inhibitor
O=C(CC1(C(F)(F)F)OCCO1)Nc1ccc2c(c1)OCO2	9%	1%	15%	21%	1%	-13%	4%	-0.8%	12%
CCN(CC)CCNC(=O)c1ccc(NC(=O)Nc2cccc3ccccc23)cc1	11%[0.0914 µM]	?	-11%	7%	-4%	-15%	-2%	-1.2%	11%[57.1 µM]
